RGS4 inh – human RGS4 inhibition. P49798. Transcreener GDP fluorescence polarization, RGS4-accelerated GTP hydrolysis. Potency, µM (highest dose often 114 µM), without a hit: at the highest dose activity change, negative = inhibition, usual class: inhibitors. hit rate 0.039% among 390,000. AID 504845; note: % is set by controls: 0 for no effect and ±100 for the full control effect; nearly all actives have a fitted effect of over 75% in size; some results filed as inactive show a strong effect at the top dose
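MLSMR compounds (23 nl, pin-transferred) preincubated 10 min at room temperature with a 500nM (2x) first reagent, then RGS4 at 900nM (2x) plus Transcreener GDP mix added; fluorescence polarization (620/688 nm) read before and after 90 min at 30 °C.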
TrxR1 inh – blocks rat thioredoxin reductase 1; O89049; recombinant rTrxR1, NADPH fluorescence consumption, selenite substrate; hit rate 1% among 390,000; Potency, µM (titrated, usually from 114 µM), for the others: at the highest dose activity change, negative = inhibition, most hits filed as inhibitors; note: % is set by controls: 0 for no effect and ±100 for the full control effect; nearly all actives have a fitted effect of over 65% in size
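Rat TrxR1 (90 nM in the dispensed reagent) was pre-reduced with 400 uM NADPH for 5 min at room temperature, then incubated with compound for 15 min. After 400 uM selenite was added, NADPH fluorescence (Ex 340/Em 450 nm) was followed for 8 min.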
GLS inhibitor – inhibitors of human glutaminase (GLS) | hit rate 0.21% among 410,000 | AID 624170 | Potency, µM (top dose mostly 45.5 µM), for the others: top-dose activity change, negative = inhibition, usual class: inhibitors | O94925 | GLS enzymatic activity, qHTS titration; note: % is set by controls: 0 for no effect and ±100 for the full control effect
Target sequence (O94925 whole entry, looked up): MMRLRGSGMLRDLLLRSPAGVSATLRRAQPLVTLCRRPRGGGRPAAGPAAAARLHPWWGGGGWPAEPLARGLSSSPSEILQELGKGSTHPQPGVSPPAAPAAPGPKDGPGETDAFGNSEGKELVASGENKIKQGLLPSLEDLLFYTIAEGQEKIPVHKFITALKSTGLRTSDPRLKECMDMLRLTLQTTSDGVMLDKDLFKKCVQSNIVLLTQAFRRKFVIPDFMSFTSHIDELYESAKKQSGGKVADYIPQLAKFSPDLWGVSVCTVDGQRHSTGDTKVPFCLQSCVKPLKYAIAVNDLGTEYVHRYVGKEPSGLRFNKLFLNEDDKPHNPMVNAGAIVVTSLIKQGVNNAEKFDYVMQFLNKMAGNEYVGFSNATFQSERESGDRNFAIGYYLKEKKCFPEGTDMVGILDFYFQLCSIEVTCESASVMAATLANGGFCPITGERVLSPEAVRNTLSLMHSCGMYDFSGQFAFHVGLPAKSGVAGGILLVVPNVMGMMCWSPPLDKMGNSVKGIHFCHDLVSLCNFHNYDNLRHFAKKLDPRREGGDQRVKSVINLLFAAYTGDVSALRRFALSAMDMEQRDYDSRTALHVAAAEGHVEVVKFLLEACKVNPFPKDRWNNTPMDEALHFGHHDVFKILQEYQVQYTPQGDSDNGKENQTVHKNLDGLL
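Coupled fluorescence readout: glutamate oxidase/HRP/Amplex Red detect glutamate formed by hKGA from L-glutamine (1 mM solution added). Buffer 45 mM KH2PO4 pH 8.2, 0.02% Tween-20; reads at t0 and 30 min RT.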
HP1b chromo inh – blocks HP1-beta chromodomain binding to methylated histone tails; Potency, µM (doses to about 114 µM), inactives show top-dose activity change, negative = inhibition, hits mostly inhibitors; AlphaScreen HP1-beta / biotin-H3K9me3 peptide binding; P83916; hit rate 0.56% among 390,000; note: nearly all actives have a fitted effect of over 70% in size; inactives centre near 23
Target sequence (P83916 whole entry, looked up): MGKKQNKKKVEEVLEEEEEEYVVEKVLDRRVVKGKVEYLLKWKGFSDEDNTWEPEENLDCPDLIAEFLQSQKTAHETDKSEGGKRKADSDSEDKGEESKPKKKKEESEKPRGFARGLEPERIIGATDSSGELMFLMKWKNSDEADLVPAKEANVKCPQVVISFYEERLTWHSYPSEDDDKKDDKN
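AlphaScreen: HP1-beta (50 nM) preformed 30 min with biotin-H3(1-18)K9me3 peptide (50 nM) in PBS pH 7.4, 0.01% Tween-20. Compound added for 30 min at RT, then streptavidin donor/nickel chelate acceptor beads (10 ug/mL) for 30 min.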
JMJD2A Tudor – JMJD2A Tudor domain (human) inhibition; Potency, µM (series often up to 114 µM), inactives show at the highest dose activity change, negative = inhibition, most hits filed as inhibitors; AID 504339; AlphaScreen JMJD2A-Tudor / H3K4me3 peptide binding; hit rate 4.4% among 390,000; O75164; note: % is set by controls: 0 for no effect and ±100 for the full control effect; nearly all actives have a fitted effect of over 50% in size
ERG-DNA inh – inhibitors of human ERG Ets domain-DNA interaction | P11308 | fluorescence polarization, His-ERG Ets domain / labelled DNA | Potency, µM (top dose mostly 76.9 µM), without a hit: at the highest dose FP activity, negative = inhibition, hits mostly inhibitors | hit rate 0.028% among 370,000 | AID 624246; active = well fitted inhibition curve with a large enough effect in the polarisation, with a control signal flat; inconclusive = small, poorly fitted or top-dose-only effect, or effect the other way, or a change in a side signal; inactive = no such curve, though single readings can be large or run the other way; the % refers to the polarisation;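 note: polarization taken with two DNA probes labelled with fluorescein and Texas red; % of control where 0% means no effect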
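His-tagged ERG Ets domain (1 uM in the protein solution; 300mM KCl, 50mM Tris-HCl, 1mM EDTA, 1mM DTT, pH 7.5) received compound, then a probe mix of 5 nM fluorescein-DNA and 100nM Texas-615-DNA. Fluorescence polarization was read for both dyes.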
PGK inhibitor – T. brucei PGK inhibition; P07378; PGK/GAPDH coupled, Kinase-Glo luminescence, 60 min; Potency, µM (series often up to 57.5 µM), for inactives: at the highest dose activity change, negative = inhibition, most hits filed as inhibitors; hit rate 0.043% among 380,000; AID 602233; note: % is set by controls: 0 for no effect and ±100 for the full control effect; nearly all actives have a fitted effect of over 60% in size
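Luminescent ATP detection (Kinase-Glo Plus) follows a 60-minute room-temperature incubation, with wells lacking PGK as controls. Buffer: 100 mM TEA (pH 7.6), 5 mM MgCl2, 0.01% Tween-20. Coupling enzyme GAPDH (100 nM final) supplies unstable 1,3-BPG in-well.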
Pin1 inhibitor – human Pin1 inhibition; AID 504891; hit rate 0.009% among 390,000; Potency, µM (highest dose often 115 µM), without a hit: at the highest dose activity, negative = inhibition, usual class: inhibitors; Pin1 FP peptide displacement, HiFluor488, 10 min; active = well fitted inhibition curve with a large enough effect in the polarisation, with a control signal flat, not every such curve was filed as active; inconclusive = small, poorly fitted or top-dose-only effect, or effect the other way, or a change in a side signal; inactive = no such curve, though single readings can be large or run the other way; the % refers to the polarisation; note: % is set by controls: 0 for no effect and ±100 for the full control effect
Target sequence (Q13526 whole entry, looked up): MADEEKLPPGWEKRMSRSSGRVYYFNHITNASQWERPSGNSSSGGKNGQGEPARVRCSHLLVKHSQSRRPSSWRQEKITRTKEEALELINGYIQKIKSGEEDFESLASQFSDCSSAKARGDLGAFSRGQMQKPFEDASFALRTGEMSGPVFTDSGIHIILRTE
ALOX12 inh – inhibitors of human 12S-lipoxygenase ALOX12; AID 1671190; hit rate 1.1% among 580,000; P18054; Potency, µM (doses to about 108 µM), inactives show top-dose activity change, negative = inhibition, usual class: inhibitors; purified 12hLO, xylenol orange hydroperoxide absorbance; note: % is set by controls: 0 for no effect and ±100 for the full control effect
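Purified human 12hLO at 150 nM in 25 mM Hepes, 0.01% Triton X-100, pH 7.0, preincubated 15 min at room temperature with compound. Reaction started with 40 uM arachidonic acid, 30 min at room temperature. Hydroperoxide measured by Fe-xylenol orange, 573/405 nm absorbance ratio.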
The depositor's hits bear a star; i = inactive; ? = inconclusive; / = no result given; & = joins results of further samples; [ ] = remark or other dose. Unless noted, calls come from the whole dose curve; as a rule, active = well fitted curve in the direction sought with a large enough effect; inconclusive = small, poorly fitted or top-dose-only effect, or another doubt; inactive = no such curve, though single readings can be large; an effect the other way counts as inactive or inconclusive. Potency is the fitted concentration of half-maximal effect.

SMILES | RGS4 inh | TrxR1 inh | GLS inhibitor | HP1b chromo inh | JMJD2A Tudor | ERG-DNA inh | PGK inhibitor | Pin1 inhibitor | ALOX12 inh
COc1cc(NC(=O)Cn2c(C)cc3ccccc3c2=O)cc(OC)c1OC | -15%&-2% | 10%[2.29 µM] | -5%&-11% | 35%&24% | -21%&-6% | -16%&6% | -2% | ? | 0%&-34%
O=C1c2ccccc2C(=O)N1CCCCN(C(=O)c1cc2ccccc2oc1=O)c1ccc(F)cc1F | -23% | 15% | -17% | 15% | -10% | 1% | i | -2% | -2%
COc1cc(CNCCc2ccccc2)ccc1OCc1ccc(Cl)nc1 | 8% | 14% | -3% | 17% | -13% | -12% | / | 2% | -16%
O=S(=O)(NCC1CCCO1)c1ccc(NS(=O)(=O)c2ccc(F)cc2)cc1 (centres undefined) | -14% | 15% | -7% | 26% | 0% | -5% | i | -3% | -23%
COc1ccc(/C=C/C(=O)NC(=S)NN2CCCCC2c2cccnc2)cc1 (centres undefined) | -30% | 11% | -2% | -3% | -19% | 16% | -4% | -5% | /
O=C(Nc1cccc([N+](=O)[O-])c1)c1ccn[nH]1 | 18% | 12%[57.1 µM] | -4% | 10% | -18% | 6% | -8% | 3% | 1%
O=C(CSc1nc2ccccc2n1Cc1cccc(F)c1)N1CCN(c2ccc(F)cc2)CC1 | 14% | 32% | 1% | 4% | -14% | 11% | -3% | 17% | 2%
CC1NC(=O)NC1CCCCCC(=O)NCCc1ccccc1 (centres undefined) | -10% | ? | 5% | ? | 3.5µM* | / | -4%[11.5 µM] | -9% | -6%
O=c1c2ccccc2nc(-c2ccoc2)n1CCc1ccccc1 | -14% | 4%[57.1 µM] | 1% | -11% | -25% | 5% | i | 3% | ?
Cc1ccc(-n2cc(CNCCN3CCOC3=O)c(-c3ccc(F)cc3)n2)cc1 | 28% | -23% | -14% | -5% | -31% | 15% | i | 0% | 0%
O=C(Nc1cccc(F)c1)N1CC=C(c2ccc(Cl)cc2)CC1 | 18% | 19%[57.1 µM] | -4% | 22% | -18% | -5% | i | 20% | ?
COCCn1c(SCC(=O)NC2(C#N)CCCCC2)nc2ccccc2c1=O | -9% | 11% | -4% | 58%[activator] | 6% | 5% | 0% | -2% | 16%
Cc1cc(C(=O)Nc2ccc(S(=O)(=O)N3CCOCC3)cc2)ccc1[N+](=O)[O-] | 8% | 28% | -2% | 9% | -18% | 9% | 5% | -10% | -2%
CC1(C)SC(=S)N(/N=C/c2ccccc2)C1N(O)C(=O)Nc1ccc([N+](=O)[O-])cc1 (centres undefined) | -13% | -10% | 25% | 35% | -12% | 8% | -4% | -2% | -23%
Clc1cccc(Nc2ncnc3ccc(Br)cc23)c1 | 14% | 18% | 1% | 37% | 6% | / | / | 12% | -5%[57.4 µM]
CC(CC(=O)Nc1ccc(F)cc1)S(=O)(=O)c1ccc2c(c1)NC(=O)CO2 (centres undefined) | -2%[56.9 µM] | 25%[57.1 µM] | -5% | 31% | -14% | -6% | -6% | 3% | -2%
COc1ccc(-c2nc(CS(=O)CC(=O)NCCc3ccc(Cl)cc3)c(C)o2)cc1OC (centres undefined) | 0% | 12% | -7% | 40%[activator] | 2% | 0% | -8% | 2% | ?
COCCCn1cnnc1SCc1nc2sc(C(C)=O)c(C)c2c(=O)[nH]1 | 1% | -13% | 5% | 18% | -13% | 3% | 6% | 71%[activator] | 5%
CCOCCCNS(=O)(=O)c1ccc(Br)cc1 | 13% | -15% | -1% | 15% | -12% | -2% | -3% | ? | 0%
COc1ccc2[nH]cc(/C=C(/C#N)S(=O)(=O)c3ccccc3)c2c1 | -7%[11.4 µM] | -8% | -7% | 77%[activator] | 10%[11.4 µM] | 0% | -7% | ? | ?

Structures above that bear a hit mark in JMJD2A Tudor.
SMILES | RGS4 inh | TrxR1 inh | GLS inhibitor | HP1b chromo inh | JMJD2A Tudor | ERG-DNA inh | PGK inhibitor | Pin1 inhibitor | ALOX12 inh
CC1NC(=O)NC1CCCCCC(=O)NCCc1ccccc1 (centres undefined) | -10% | ? | 5% | ? | 3.5µM* | / | -4%[11.5 µM] | -9% | -6%

Further results:
SMILES | RGS4 inh | TrxR1 inh | GLS inhibitor | HP1b chromo inh | JMJD2A Tudor | ERG-DNA inh | PGK inhibitor | Pin1 inhibitor | ALOX12 inh
COC(=O)C1CSc2[nH]c(=O)sc2C1c1ccc(O)c(OC)c1 (centres undefined) | -19% | 10% | 1% | 2% | -20% | 10% | -5% | -6% | 5%
CCOC(=O)c1c(NC(=O)COc2cccc(C)c2C)sc2c1CCCCC2 | ? | 1% | 4% | -11% | -11% | 0% | -1% | -1% | -18%
CCCCNC(=O)C(CC)Sc1nnc(-c2cccc(F)c2)c(-c2cccc(F)c2)n1 (centres undefined) | -11% | 21%[57.1 µM] | -4% | 9% | -10% | 3% | -5% | 3% | 9%
COc1ccc2c(c1)C(=O)CCC2c1ccccc1 (centres undefined) | -18% | 21% | 0% | 108%[activator] | 46%[activator] | 18% | -1% | 1% | 0%
CC(OC(=O)c1ccc2c(c1)OCO2)C(=O)NC1CCCCC1C (centres undefined) | 14% | -4% | 6% | 12% | 0% | -3% | 10% | -3% | -27%
Cc1ccc(C)c2[nH]c(=O)c(CCNC(=O)C(C)(C)C)cc12 | -9% | 1% | 5% | 27% | -17% | 0% | -5% | -3% | 3%
CCc1ccc(C2=NN(CCC(=O)NC3CCCCCC3)C(=O)CC2)cc1 | ? | 1% | -1% | 1% | -12% | 7% | -9% | 17% | -6%
COc1ccc(C)cc1NC(=O)c1nnn(Cc2cccc(Br)c2)c1N | 3% | ? | 0% | 29% | -15% | 0% | -2% | ? | -15%
CC1CC2=C(NC(=S)NC2c2ccc(F)cc2)/C(=C/c2ccc(F)cc2)C1 (centres undefined) | -40% | -16%[57.1 µM] | ? | -12% | -33% | -10% | 1% | 7% | 25µM*
CCCCn1c(N)c(N(CCOC)C(=O)c2ccc3c(c2)C(=O)N(c2cc(C)ccc2C)C3=O)c(=O)[nH]c1=O | 13% | 32% | -4% | 12% | -14% | -3% | -7% | -8% | -7%
Cc1ccc2sc(N(CCCN(C)C)C(=O)c3ccc(S(=O)(=O)N(C)C4CCCCC4)cc3)nc2c1C | -14% | -6% | -4% | ? | ? | 0% | -10% | 14% | ?
Cc1ccc2nc(SCC(=O)Nc3ccc4c(c3)OCO4)nc(=O)n2c1 | 4% | -11%[57.1 µM] | -4% | -16% | -22% | 2% | i | -1% | 11%
COc1cc2c(cc1OC)CC1(CCCCC1)N=C2 | -8% | 11%[11.4 µM] | 5% | 49%[activator] | -4% | -18% | i | -2% | 16%
COc1ccccc1NC(=O)C1=C(C)Nc2nnnn2C1c1cc(Br)ccc1OC (centres undefined) | 23% | -11% | 11% | 7% | ? | 4% | -4% | ? | 0%
Cn1c2c(c(=O)n(C)c1=O)C(c1ccc(Br)cc1)Nc1ccccc1O2 (centres undefined) | 3% | 6% | 10% | 12% | -9% | 3% | -1% | 0% | -11%
O=C(NCCc1ccc(Cl)cc1)C1CCC(CNc2c(N3CCCCC3)c(=O)c2=O)CC1 (centres undefined) | 4% | 12% | 2% | 21% | -25% | 10% | -8% | -2% | -4%
O=S(=O)(c1ccc(Cl)cc1)N1CCN(C(=S)Nc2ccccc2F)CC1 | -39% | 17% | -3% | 40%[activator] | -22% | 8% | -2% | -9% | -21%
Cc1noc(C)c1CSCC(=O)Nc1nc2ccc(Oc3ccccc3)cc2s1 | 12% | 9%[57.1 µM] | 2% | 22% | -26% | -15% | -6% | 13% | 43%
CC1(C)C(C=C(Cl)Cl)C1C(=O)Nc1ccc(S(=O)(=O)Nc2ncccn2)cc1 (centres undefined) | -6% | 7%[57.1 µM] | -5% | 27% | -16% | -2% | 5% | 9% | -9%
O=C(CCCC(=O)OCC(Cl)=C(Cl)Cl)Nc1ccccc1F | -9% | 7%[57.1 µM] | -9% | 26% | 4% | 21% | -3% | -7% | -4%
Cc1nn(Cc2c(Cl)cccc2Cl)c(C)c1NC(=O)c1sc2ccccc2c1Cl | -39% | 16%[11.4 µM] | -1% | 40% | -7% | -4% | i | 5% | 30%
CC(C)C(=O)Nc1c(-c2cccs2)c(=O)c2ccccc2n1C | -6% | 2% | -1% | 16% | -21% | -6% | -7% | 2% | 3%
NNC(=O)c1cc2ccccc2cc1O | -6% | -14% | 19% | 7% | -18% | 1% | -9% | ? | 12%
O=C(c1ccccc1)c1ccccc1C(=O)N1CCN(Cc2ccccc2F)CC1 | 3% | 20%[57.1 µM] | 0% | 19% | -23% | -6% | -1% | -5% | -19%
O=C(Nc1ccc(S(=O)(=O)N2CCCCCC2)cc1)C1CCCO1 (centres undefined) | 12% | -11% | -2% | 45%[activator] | -10%[57.1 µM] | -4% | -7% | -8% | 0%
COc1ccc(C(=O)N2CCCCCCC2)cc1OC1CCN(C(C)C)CC1 | 27%[11.4 µM] | -7% | -2% | 22% | -11% | 2% | 6% | -3% | -2%
CCOc1ccccc1NC1=C(OC)C(=O)C(Nc2ccccc2OCC)=C(OC)C1=O | -1% | -16% | 11% | 8.9µM* | 7.1µM* | / | 1% | -1% | -9%

This is a subset. The share of hits here may be higher or lower than overall.
